PNC inhibitor – blocks assembly of the perinucleolar compartment. PC3M PTB-GFP, PNC prevalence imaging, 16 h; hits give low values. activity change (PNC), negative = inhibition, % at 10 µM. 3.1% of 140,000 active. AID 2417;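 active means readout at or below -70, meaning at least 70% loss of cells showing the perinucleolar compartment, a nuclear body marking cancer cells; inconclusive means readout between -30 and a set limit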;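 further: plate controls were DMSO wells for no effect and camptothecin positive control wells for full effect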
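Compounds are pinned in duplicate onto adhered PC3M cells stably expressing GFP-tagged PTB and incubated 16 h at 37 C. Cells are then fixed, nuclei stained with Hoechst, and PNC-positive cells counted.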
ALOX15B inhib – 15-hLO-2 (ALOX15B) enzyme inhibition; AID 881; 0.56% of 110,000 active; purified 15hLO-2, xylenol orange hydroperoxide absorbance; Potency, µM (doses to about 57.1 µM), for inactives: at the top dose activity change, negative = inhibition, most hits filed as inhibitors; O15296; further: potency means the concentration at half of the fitted maximal effect; nearly all actives have a fitted effect of over 60% in size; many of its hits are not listed in these tables
Target sequence (O15296 whole entry, looked up): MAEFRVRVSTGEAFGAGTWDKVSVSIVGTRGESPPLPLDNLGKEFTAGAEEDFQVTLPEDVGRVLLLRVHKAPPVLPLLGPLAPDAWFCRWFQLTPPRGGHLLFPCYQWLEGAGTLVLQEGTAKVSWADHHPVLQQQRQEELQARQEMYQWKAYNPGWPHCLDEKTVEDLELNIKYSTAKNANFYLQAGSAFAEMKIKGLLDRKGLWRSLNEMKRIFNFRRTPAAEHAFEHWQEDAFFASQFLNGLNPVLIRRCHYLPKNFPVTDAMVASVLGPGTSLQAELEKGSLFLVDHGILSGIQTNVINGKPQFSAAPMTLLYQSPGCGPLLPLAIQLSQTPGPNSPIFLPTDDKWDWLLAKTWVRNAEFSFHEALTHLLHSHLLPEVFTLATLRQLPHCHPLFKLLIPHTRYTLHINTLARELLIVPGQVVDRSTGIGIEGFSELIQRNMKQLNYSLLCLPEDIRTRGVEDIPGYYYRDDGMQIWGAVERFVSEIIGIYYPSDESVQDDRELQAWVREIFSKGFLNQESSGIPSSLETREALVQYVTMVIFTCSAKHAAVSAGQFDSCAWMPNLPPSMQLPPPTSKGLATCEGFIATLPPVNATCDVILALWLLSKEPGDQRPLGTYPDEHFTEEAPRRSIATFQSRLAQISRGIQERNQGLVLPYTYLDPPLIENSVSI
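Read-out: hydroperoxide product oxidises ferrous iron, measured as xylenol orange complex via the 573-to-405 nm absorbance ratio after 30 min. Reaction: 50 nM enzyme, 15 min compound preincubation, 45 uM arachidonic acid, 90 min RT, Hepes pH 7.5 with Triton X-100.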
IMPase cell inh – cell-permeable inhibitors of inositol monophosphatase (IMPase) | P97697 | CHO-M1 cells, IP1 accumulation, HTRF TR-FRET ratio | inhibition (IP1 accumulation), % at 46.1 µM | 120,000 tested, under 10 active | AID 901; active means well fitted curve in the direction sought with a large enough effect in the signal ratio, not every such curve was filed as active; inconclusive means small, poorly fitted or top-dose-only effect, or a change in a side signal; inactive means no such curve, though single readings can be large or run the other way; the % refers to the signal ratio;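 further: cells stimulated with carbachol in lithium chloride buffer; plate controls were DMSO basal wells for no effect and reference inhibitor wells for full effect; higher means more IMPase inhibition seen as more IP1 and lower FRET ratio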
Target sequence (P97697 whole entry, looked up): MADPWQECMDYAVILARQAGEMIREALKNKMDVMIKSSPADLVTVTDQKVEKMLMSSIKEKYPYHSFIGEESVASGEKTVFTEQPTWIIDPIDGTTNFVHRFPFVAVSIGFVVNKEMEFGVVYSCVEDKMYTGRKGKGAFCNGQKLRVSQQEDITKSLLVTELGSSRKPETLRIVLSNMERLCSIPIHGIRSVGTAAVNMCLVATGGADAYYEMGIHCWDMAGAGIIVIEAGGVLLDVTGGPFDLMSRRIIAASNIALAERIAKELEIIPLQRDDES
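Elevated IP1 in lysates lowers TR-FRET signal (665/620 ratio and 620 channel reported). Cells were CHO-M1, given carbachol (50 uM as added) plus 50mM LiCl, pH 7.4, 30 min, 37C; compounds titrated up to 46 uM; AC50 by Hill equation.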
12-hLO inh – inhibitors of human 12-lipoxygenase (ALOX12); P18054; purified 12-hLO, xylenol orange hydroperoxide absorbance; Potency, µM (titrated, usually from 57.1 µM), without a hit: top-dose activity change, negative = inhibition, usual class: inhibitors; 0.12% of 150,000 active; further: potency means the concentration at half of the fitted maximal effect; nearly all actives have a fitted effect of over 55% in size; many of its hits are not listed in these tables
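150 nM 12hLO, 25 mM Hepes pH 7.0 + 0.01% Triton X-100; cpd preinc 15 min RT; 40 uM arachidonic acid, 30 min RT; Fe-XO 30 min; A573/A405 ratio as read-out.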
Starred values were filed as active, the others as inactive; ? = inconclusive; / = no result given; [ ] = dose if it differs, or a comment. Unless noted, the call rests on the fitted dose curve; in most records, active means well fitted curve in the direction sought with a large enough effect; inconclusive means small, poorly fitted or top-dose-only effect, or another doubt; inactive means no such curve, though single readings can be large; an effect the other way counts as inactive or inconclusive. Unless noted, on the % scale 0 is the no-effect control and ±100 the full control effect. An excerpt; count on the stated rates, not on these rows.

Start of the data: the first 6 compounds as a preview:
SMILES | PNC inhibitor | ALOX15B inhib | IMPase cell inh | 12-hLO inh
CCOc1ccc2nc(/N=C/c3nc(-c4ccc(Br)cc4)oc3O)sc2c1 | 7 | / | 4 | -3%
CC1(C)CC(=O)C(C(c2ccccc2F)C2C(=O)CC(C)(C)CC2=O)C(=O)C1 | 14 | 1% | 0 | 1%
CCOC(=O)c1c(-c2ccccc2)csc1NC(=O)c1ccc(S(=O)(=O)N2CC(C)OC(C)C2)cc1 (stereo not given) | 2 | -2% | 3 | 0%
COc1ccccc1Nc1nnc(SCC(=O)NC(=O)Nc2ccc3c(c2)OCCO3)s1 | 9 | / | / | -2%
N#C/C(=C/c1ccccc1[N+](=O)[O-])c1nnc2n1CCCCC2 | ? | / | -4 | 0%
Cc1ccc(OCC(=O)N2N=C(C(F)(F)F)CC2(O)C(C)(C)C)cc1C (stereo not given) | 24 | -24% | -2 | -8%

The whole of this part, previewed entries included:
SMILES | PNC inhibitor | ALOX15B inhib | IMPase cell inh | 12-hLO inh
CCOc1ccc2nc(/N=C/c3nc(-c4ccc(Br)cc4)oc3O)sc2c1 | 7 | / | 4 | -3%
CC1(C)CC(=O)C(C(c2ccccc2F)C2C(=O)CC(C)(C)CC2=O)C(=O)C1 | 14 | 1% | 0 | 1%
CCOC(=O)c1c(-c2ccccc2)csc1NC(=O)c1ccc(S(=O)(=O)N2CC(C)OC(C)C2)cc1 (stereo not given) | 2 | -2% | 3 | 0%
COc1ccccc1Nc1nnc(SCC(=O)NC(=O)Nc2ccc3c(c2)OCCO3)s1 | 9 | / | / | -2%
N#C/C(=C/c1ccccc1[N+](=O)[O-])c1nnc2n1CCCCC2 | ? | / | -4 | 0%
Cc1ccc(OCC(=O)N2N=C(C(F)(F)F)CC2(O)C(C)(C)C)cc1C (stereo not given) | 24 | -24% | -2 | -8%
Clc1ccccc1C1CC(c2ccccc2)Nc2ncnn21 (stereo not given) | -15 | 0% | 6 | -1%
Cc1ccc(N)cc1-n1c(C)ccc1C | ? | 12% | 5 | -5%
O=C(NC(=O)N1CCOCC1)c1ccccc1 | 7 | / | / | -3%
C/C(=N\NC(=S)NC1CCCCC1)c1ccc(C#N)cc1 | 25 | / | 8 | -6%
COc1cnc(-c2ccccc2)nc1Oc1ccc(C(C)(C)C)cc1 | ? | 20% | 1 | -1%
CCCCCCC(=O)Nc1nc(C)c(-c2csc(Nc3cccc(OC)c3)n2)s1 | -11 | -7% | 5 | -15%
COc1ccccc1CNC(=O)c1cnc2ccccn2c1=O | ? | -2% | -3 | 0%
Cc1csc(N(C(=O)c2cccc(S(=O)(=O)N(C)C)c2)c2ccccc2)n1 | -5 | 3% | -3 | -7%
CSCC[C@H](NC(=O)c1cccc([N+](=O)[O-])c1C)c1nc2ccccc2[nH]1 | 16 | / | -8 | 4%
COC(=O)C(C(=O)Nc1cccc(C)n1)C1CCCCCC1 (stereo not given) | -28 | 35%[activator] | 1 | 0%
CCC(CC)C(=O)Nc1cccc(C(=O)N2CCCCCC2)c1 | -18 | -6% | 4 | -4%
CCCNC(=O)COc1ccc2c(=O)c(Oc3ccccc3F)coc2c1 | 11 | / | / | -5%
Cc1ccc(S(=O)(=O)c2cc3c(=O)n4ccccc4nc3n(CC3CCCO3)c2=N)cc1C (stereo not given) | 4 | / | / | 36%[activator]
CSCCC(NC(=O)C1CCC(C)CC1)C(=O)N1CCN(c2ccccn2)CC1 (stereo not given) | 17 | 1% | -1 | 0%
CCOC(=O)Cn1c(=O)c(-c2ccccc2NC)nc2ccccc21 | 11 | -1% | 6 | -3%
O=C(O)C1C2CCC(O2)C1C(=O)NCc1ccc(Cl)cc1 (stereo not given) | 19 | / | / | -3%
CCC1S/C(=N/C(=O)NC2CCCCC2)NC1=O (stereo not given) | -5 | / | -7 | -5%
COC(=O)c1ccccc1OCC(=O)NC1CCCCC1 | -15 | -4% | 13 | -6%
O=C(NC1CCCCC1)C(c1ccc(F)cc1)N(Cc1ccco1)C(=O)Cn1nnc2ccccc21 (stereo not given) | -19 | 0% | 0 | 0%
Cc1ccc(NC(=O)CCC(C(=O)O)N2C(=O)c3ccccc3C2=O)cc1 (stereo not given) | ? | 0% | 4 | 1%
Cc1ccccc1-n1c(SCc2ccccn2)nc2n[nH]c(C)c2c1=N | ? | 15% | 5 | 3%
COc1cccc(Oc2cncnc2-c2ccc(OC)cc2O)c1 | -28 | 8% | 3 | -11%
Cc1cc(=O)oc2cc(OCC(=O)OCC(=O)Nc3ccccc3C(C)C)ccc12 | 32 | / | -2 | 1%
Nc1cccnc1Sc1ccc([N+](=O)[O-])cn1 | 23 | / | / | 0%
CC[C@]1(c2ncc[nH]2)Cc2ccccc2O1 | / | 8% | -1 | -4%
COc1ccc(Br)cc1C(=O)Nc1ccc(NC(=O)c2ccco2)cc1 | 2 | -7% | 9 | -7%
CN(C)S(=O)(=O)c1ccc(NS(=O)(=O)/C=C/c2ccccc2)cc1 | 4 | -5% | -10 | 9%
OC(CN1CCCCC1)CN(c1ccccc1)c1ccccc1 (stereo not given) | ? | 28% | 18 | 9%
COCCn1c(=O)c(-c2cc(F)cc(F)c2)nc2cnc(OC)nc21 | / | 0% | / | -2%
COc1ccc(CCNC(=O)CCNS(=O)(=O)c2cccc3nsnc23)cc1OC | ? | 4% | 6 | 1%
CCOc1ccccc1Nc1nnc(SCc2nnc(-c3cc(OC)c(OC)c(OC)c3)o2)s1 | -21 | / | 11 | -2%
COc1ccc(C2CC(=O)C=C(NCCC(C)C)C2)cc1 (stereo not given) | 13 | / | 10 | -4%
CCOC(=O)/C(=N\Nc1cc(C(F)(F)F)ccc1Cl)N(CC)CC | ? | -19% | -2 | -16%
Cc1c(NC(=O)CSc2nncc3ccccc23)c(=O)n(-c2ccccc2)n1C | ? | / | -12 | -4%
O=C(O)CSc1nc(-c2ccccc2)cc(=O)[nH]1 | 24 | -3% | -6 | -4%
N#Cc1c(NC(=O)c2ccc(N3CCOCC3)c([N+](=O)[O-])c2)sc2c1CCCC2 | 28 | / | -7 | 0%
Cc1c(Br)cc(C(=O)NCCCN2CCOCC2)c(C)c1C | -29 | 11% | 5 | 6%
CCOc1ccc(CNC23CN4CN(CN(C4)C2)C3)cc1 | -11 | -2% | 3 | 1%
Cc1ccccc1NC1=C(Cl)C(=O)OC1NC(=O)c1ccccc1 (stereo not given) | ? | 2% | 0 | 10%
CCCCn1c(C(C)NC(=O)CCC)nc2ccccc21 (stereo not given) | ? | -1% | -1 | -3%
O=C(O)/C=C/C(=O)NC1CCS(=O)(=O)C1 (stereo not given) | 10 | / | / | 9%
COC(=O)c1cn(NC(=O)c2cccc(F)c2)c(=O)c2ccccc12 | -3 | 4% | -4 | -5%
O=C(CN1C(=O)CSC1=O)c1ccccc1 | ? | -2% | 1 | 3%
Cc1nn(-c2ccccc2)c(N)c1N=Nc1ccccc1 | 2 | / | / | -24%
CC(C)[C@H](NC(=O)c1ccccc1)C(=O)OCC(=O)N1CCCCCC1 | ? | / | / | -2%
COc1ccc(-c2nn(-c3ccccc3)cc2/C=C/C(=O)OCC(=O)Nc2cccc(C#N)c2)cc1 | -20 | / | -8 | 0%
Cc1ccccc1-n1nnnc1Sc1nnnn1-c1ccccc1 | 0 | -5% | 6 | 1%
CCN(CC)c1ccc(NC(=O)Cn2cc3c(n2)CCC(C)C3)c(C)c1 (stereo not given) | ? | -16% | 1 | -4%
CCOc1ccccc1-n1nnnc1SCc1nc2ccccc2s1 | 27 | ? | 4 | -5%
O=C(NCCc1c[nH]c2ccccc12)C1CCN(c2nnc(N3CCCC3=O)s2)CC1 | -17 | -7% | 6 | -11%
O=C(CSc1nnc2ccc3ccccc3n12)N1CCOCC1 | 28 | / | / | 4%
COC(=O)c1cccc(CSc2nc3ccccc3[nH]2)c1 | ? | / | / | 2%
O=C(Sc1nnc(-c2ccccc2)o1)N1c2ccccc2Sc2ccccc21 | -22 | / | -26 | -16%
Oc1cccc(Nc2ccccc2)c1 | / | -26% | / | -3%

Remaining list, next part.
SMILES | PNC inhibitor | ALOX15B inhib | IMPase cell inh | 12-hLO inh
COc1ccc(C(=O)c2coc(-c3ccccc3C(=O)O)c2C(=O)O)cc1 | -28 | / | / | 0%
COc1ccccc1N1CCN(c2nc3ccccn3c(=O)c2C=O)CC1 | 12 | 3% | 29 | -1%
CCn1nnnc1-c1ccc(OC)c(S(=O)(=O)Nc2ccc(C)c(C)c2)c1 | ? | -1% | 3 | 0%
CCn1c(SCC(=O)NC2CCCc3ccccc32)nnc1-c1cccs1 (stereo not given) | 69 | -11% | 7 | 5%
Cc1ccc2c(c1)C(O)(CC(=O)c1cccnc1)C(=O)N2 (stereo not given) | 23 | 1% | -2 | 1%
O=C(CC1(O)C(=O)Nc2cc(Cl)cc(Cl)c21)c1ccccc1O (stereo not given) | -19 | / | ? | -2%
CCOCCn1c(N2CCN(c3ccc(OC)cc3)CC2)nc2c1c(=O)n(C)c(=O)n2C | 21 | -3% | 2 | 1%
CN(C(=O)c1ccc(NC(=O)C2CC=CCC2C(=O)O)cc1)c1ccccc1 (stereo not given) | 5 | -4% | 15 | -2%
CCOC(=O)/C=C1\SCC(=O)N1CC(=O)NC(c1ccccc1)c1ccccc1 | 43 | / | / | 2%
COc1ccc(N2CCC(CNC(=S)Nc3cccc(OC)c3)C2)cc1 (stereo not given) | -14 | / | / | -10%
COC(=O)c1ccc(-c2ccc(CNCC(O)c3ccccc3)o2)cc1 (stereo not given) | ? | 38%[activator] | -5 | 8%
Cn1cccc1C(=O)NC(=O)COC(=O)c1ccc(O)cc1 | 25 | -4% | -4 | 5%
CCn1c(NC(=O)c2nn(C)cc2Br)nc2ccccc21 | -114* | / | / | 0%
O=C(Nc1ccccc1)N1CCN(c2ccccn2)CC1 | ? | -4% | -6 | -2%
C=C(C)COc1ccc(-c2nc(N)ncc2-c2ccc(OC)cc2)c(O)c1 | 55 | 41%[activator] | 9 | -2%
O=C(/C=C/c1ccc(Cl)c(Cl)c1)NCc1ccco1 | -10 | / | / | -4%
CN(c1ccc(C(=O)Nc2ccccc2Sc2ccccc2)cc1)S(C)(=O)=O | -19 | / | 10 | 0%
CC(=O)NC(=S)Nc1sc2c(c1C#N)CCCCC2 | -115* | / | -4 | -2%
CCc1cc2c(N3CCN(c4nnc(CC)s4)CC3)ncnc2s1 | -27 | 0% | 14 | -3%
Cc1cccc(-n2nc(C(=O)c3ccco3)cc(-c3nc4ccccc4[nH]3)c2=N)c1 | 15 | / | / | 3%
N#C/C(C(=O)c1ccccc1)=C1/SC=C(N)N1c1ccccc1 | 27 | ? | 3 | -9%
Cc1ccc(N2CCN(c3ccc(NC(=O)CCC(=O)O)cc3)CC2)cc1 | 14 | / | / | -2%
COc1ccc(S(=O)(=O)Nc2nc3ccccc3nc2NCc2ccc3c(c2)OCO3)cc1 | -14 | / | -1 | -3%
CCOc1cc(/C=N\NC(N)=O)cc(Br)c1OC(C)C | -97* | / | / | 0%
COc1ccc(C(=O)/C=C(\C)Nc2ccc(NC(C)=O)cc2)cc1 | -29 | 6% | 2 | -3%
O=C(O)c1cc([N+](=O)[O-])ccc1N1CCCCC1 | 38 | / | -11 | -4%
O=C(/C=C/c1cccc(Cl)c1)NCCc1ccccc1 | -18 | / | -4 | -9%
CCC(Sc1nc(-c2ccccc2)cc(=O)[nH]1)C(=O)O (stereo not given) | 28 | 5% | -3 | -3%
CCOc1ncccc1C(=O)OCC(=O)N1CC(=O)Nc2ccccc21 | 30 | 5% | -3 | 22%
CC1(C)CC(=O)C(C=N)=C(O)C1 | 34 | -7% | -4 | 3%
O=C(NCc1ccccc1)c1ccc2c(c1)C(=O)N(CC1CCCO1)C2=O (stereo not given) | -24 | 2% | 0 | -1%
O=C(NCc1cccs1)c1ccccc1 | 29 | -6% | 3 | 4%
COc1ccc(S(=O)(=O)Cc2ccc(C(=O)N3CCN(c4cc(Cl)ccc4C)CC3)o2)cc1 | 5 | -5% | 6 | -1%

Screens (PubChem BioAssay)
